EPAC2 antag = antagonists of human EPAC2; actives 0.18% (n = 360,000); Q8WZA2; AID 720708; EPAC2 GEF exchange of Rap1B-BODIPY-GDP, fluorescence; Potency, µM (top dose mostly 114 µM), for the others: top-dose activity, negative = inhibition, hits mostly inhibitors; note: % is set by controls: 0 for no effect and ±100 for the full control effect; nearly all actives have a fitted effect of over 45% in size; many of its hits are not listed in these tables
Target sequence (Q8WZA2 whole entry, looked up): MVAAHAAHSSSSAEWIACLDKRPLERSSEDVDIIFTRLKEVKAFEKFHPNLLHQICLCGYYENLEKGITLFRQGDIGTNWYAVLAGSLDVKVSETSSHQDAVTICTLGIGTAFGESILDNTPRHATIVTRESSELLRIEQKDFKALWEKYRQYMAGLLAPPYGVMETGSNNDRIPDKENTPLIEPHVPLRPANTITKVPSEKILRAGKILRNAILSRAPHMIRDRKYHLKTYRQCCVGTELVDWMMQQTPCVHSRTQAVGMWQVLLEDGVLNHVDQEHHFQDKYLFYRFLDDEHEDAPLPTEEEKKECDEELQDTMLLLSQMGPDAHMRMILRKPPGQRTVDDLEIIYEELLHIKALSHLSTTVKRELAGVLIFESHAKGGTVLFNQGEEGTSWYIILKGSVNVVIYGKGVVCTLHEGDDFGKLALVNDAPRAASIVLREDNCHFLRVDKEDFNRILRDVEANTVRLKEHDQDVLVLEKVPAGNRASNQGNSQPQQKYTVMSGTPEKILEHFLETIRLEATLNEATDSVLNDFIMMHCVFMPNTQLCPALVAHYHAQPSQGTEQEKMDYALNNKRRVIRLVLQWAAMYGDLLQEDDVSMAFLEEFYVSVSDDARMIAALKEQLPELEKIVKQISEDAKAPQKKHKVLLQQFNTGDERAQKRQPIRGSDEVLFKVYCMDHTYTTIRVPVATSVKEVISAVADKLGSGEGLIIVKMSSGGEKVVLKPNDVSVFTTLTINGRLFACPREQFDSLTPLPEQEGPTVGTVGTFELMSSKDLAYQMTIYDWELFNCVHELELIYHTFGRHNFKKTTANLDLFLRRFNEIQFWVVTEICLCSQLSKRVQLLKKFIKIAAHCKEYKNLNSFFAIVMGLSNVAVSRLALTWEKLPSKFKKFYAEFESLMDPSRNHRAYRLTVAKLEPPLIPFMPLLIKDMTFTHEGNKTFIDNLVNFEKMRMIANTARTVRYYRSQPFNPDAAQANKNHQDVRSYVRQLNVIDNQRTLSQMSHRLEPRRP
EPAC1 antag = antagonists of human EPAC1; O95398; EPAC1 GEF assay, Rap1b-BODIPY-GDP exchange fluorescence; Potency, µM (doses to about 115 µM), inactives show top-dose activity change, negative = inhibition, most hits filed as inhibitors; actives 0.14% (n = 360,000); AID 720709;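 note: plate controls were vehicle for no effect and positive control for full effect; nearly all actives have a fitted effect of over 50% in size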
TDP43 rescue = rescues yeast growth from TDP-43 toxicity; AID 652104; actives 1.8% (n = 410,000); TDP-43 expressing yeast growth rescue, BacTiter-Glo, 24 h; Potency, µM (highest dose often 46.1 µM), for the others: at the highest dose growth rescue (activation), hits mostly activators; note: % of control where 0% means no effect; nearly all actives have a fitted effect of over 50% in size
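Galactose-induced TDP-43 yeast, OD600=0.02, compound pinned; 24 hr, 30 deg C; BacTiter-Glo luminescence for growth. Inhibitors of TDP-43 toxicity read as activators.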
EPAC2 ag = activates human EPAC2 exchange factor; Q8WZA2; EPAC2 activation, biochemical qHTS; response scale: 100% = 6.5 mM cAMP response; Potency, µM (titrated, usually from 154 µM), without a hit: at the highest dose activation, hits mostly activators; actives 0.079% (n = 360,000); AID 720711; note: nearly all actives have a fitted effect of over 50% in size
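Readout is BODIPY fluorescence (480 nm excitation, 540 nm emission), which falls as labeled GDP is exchanged off Rap1B. EPAC2 at 100 nM acted on 250 nM RAP1B-BODIPY-GDP with 50 uM GDP present.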
EPAC1 agonist = activates human EPAC1 exchange factor. EPAC1 agonist qHTS, biochemical assay; response scale: 100% = response to 6.5 mM cAMP. Potency, µM (titrated, usually from 154 µM), without a hit: at the highest dose activation, actives largely listed as activators. actives 0.073% (n = 360,000). AID 720707; note: nearly all actives have a fitted effect of over 60% in size
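Fluorescent GDP-exchange assay: 100 nM EPAC1 with 250 nM Rap1B preloaded with BODIPY-GDP and 50 uM GDP; compounds tested as concentration series, 5 min at room temperature, then read every 5 min for 30 min (ex 480/em 540 nm); normalized to 6.5 mM cAMP.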
FUS yeast rescue = rescues growth of FUS-expressing yeast. S. cerevisiae FUS-expressing, growth rescue, OD600, 24 h. Potency, µM (top dose mostly 76.6 µM), for the others: at the highest dose growth rescue (activation), usual class: activators. actives 0.24% (n = 390,000);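 note: plate controls were DMSO vehicle for no effect and reference control for full effect; nearly all actives have a fitted effect of over 55% in size; some results filed as inactive show a strong effect at the top dose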
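Cultures pregrown in 2.5% raffinose medium are shifted to minimal medium containing 2% galactose to express toxic FUS. Compounds are tested at several concentrations. After 24hr at 30C, growth is quantified at 600 nm absorbance.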
PTHR1 agonist = agonists of human PTHR1 parathyroid hormone receptor | Potency, µM (highest dose often 115 µM), without a hit: at the highest dose activation, usual class: activators | HEK293 GP2 PTHR1 cells, GloSensor cAMP luminescence, 1 h | actives 0.075% (n = 410,000) | AID 743266 | Q03431; note: nearly all actives have a fitted effect of over 55% in size; some results filed as inactive show a strong effect at the top dose; inactives centre near -15; many of its hits are not listed in these tables
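HEK-293-derived GP2 cells expressing PTHR1 and a GloSensor cAMP reporter, 3,000/well, plated overnight, given luciferin plus IBMX (each 0.5 mM as added) for 1 h at 37 °C, then compound for 1 h at 37 °C. Luminescence was read after 15 min at room temperature.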
aSyn yeast inh = rescues yeast growth from alpha-synuclein toxicity | Potency, µM (doses to about 46.1 µM), for inactives: at the highest dose growth rescue (activation), hits mostly activators | AID 652106 | Yeast expressing alpha-synuclein, growth rescue, BacTiter-Glo, 24 h | actives 0.14% (n = 370,000); note: % of control where 0% means no effect; nearly all actives have a fitted effect of over 65% in size
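Galactose-induced alpha-syn yeast (OD600=0.02, raffinose-pregrown) + pinned cpd, 24 hr, 30 deg C; growth by BacTiter-Glo luminescence. Growth restoration scores as activation.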
* hit, by the source's call; [ ] = another dose, or the depositor's remark. Calls come from the whole dose curve; as a rule, active = well fitted curve in the direction sought with a large enough effect; inconclusive = small, poorly fitted or top-dose-only effect, or another doubt; inactive = no such curve, though single readings can be large; an effect the other way counts as inactive or inconclusive. Potency is the fitted concentration of half-maximal effect.

Results for Cc1ccc(S(=O)(=O)N2CCN(S(=O)(=O)N3CCC(C)CC3)CC2)cc1C ?
EPAC2 antag: 1%; EPAC1 antag: 9%; TDP43 rescue: -12%; EPAC2 ag: -6%; EPAC1 agonist: -2%; FUS yeast rescue: -3%; PTHR1 agonist: inactive; aSyn yeast inh: -2%

How did Cc1cc(-c2ccc(Cl)cc2)oc(=O)c1NC(=O)c1ccccc1 do in these assays?
EPAC2 antag: 7%; EPAC1 antag: -2%; TDP43 rescue: -25%; EPAC2 ag: -8%; EPAC1 agonist: -15%; FUS yeast rescue: 18%; PTHR1 agonist: -3%; aSyn yeast inh: -6%

How did CCCCn1c(N)c(N(CC(C)C)C(=O)c2cccc(S(=O)(=O)N3CC(C)OC(C)C3)c2)c(=O)[nH]c1=O (centres undefined) do in these assays?
EPAC2 antag: -2%; EPAC1 antag: -3%; TDP43 rescue: 5%; EPAC2 ag: 6%; EPAC1 agonist: 3%; FUS yeast rescue: 12%; PTHR1 agonist: inactive; aSyn yeast inh: 3%

What do the screens show for `CC(C)(C)OC(=O)NCCCCCNC(=O)c1nc[nH]c1C(=O)NCC(=O)OCc1ccccc1`?
EPAC2 antag: -10%; EPAC1 antag: -20%; TDP43 rescue: 2%; EPAC2 ag: 9%; EPAC1 agonist: -6%; FUS yeast rescue: inconclusive; PTHR1 agonist: -24%; aSyn yeast inh: -2%

How did Cc1csc(=O)n1CC(=O)OCc1cccc2ccccc12 do in these assays?
EPAC2 antag: -4%; EPAC1 antag: -9%; TDP43 rescue: inconclusive; EPAC2 ag: 5%; EPAC1 agonist: 20%; FUS yeast rescue: 12%; PTHR1 agonist: -37%[inhibitor]; aSyn yeast inh: 5%

Results for COc1ccc(-c2cc(C)nc(SCC(=O)c3cccc([N+](=O)[O-])c3)n2)cc1 ?
EPAC2 antag: 1%; EPAC1 antag: 6%; TDP43 rescue: -11%; EPAC2 ag: 12%; EPAC1 agonist: 3%; FUS yeast rescue: 3%; PTHR1 agonist: -23%; aSyn yeast inh: 7%

Results for CN(C(=O)COC(=O)c1ccc(=O)n(Cc2ccccc2)n1)c1ccccc1 ?
EPAC2 antag: 18%; EPAC1 antag: -13%; TDP43 rescue: -3%; EPAC2 ag: -6%; EPAC1 agonist: -3%; FUS yeast rescue: 8%; PTHR1 agonist: -17%; aSyn yeast inh: 9%

How did CCOc1cccc2cc(C(=O)N3CCOCC3)c(=O)oc12 do in these assays?
EPAC2 antag: 8%; EPAC1 antag: -12%; TDP43 rescue: -5%; EPAC2 ag: 4%; EPAC1 agonist: 5%; FUS yeast rescue: -15%; PTHR1 agonist: -1%; aSyn yeast inh: -4%

Results for CCN(CC)c1nc(N)nc(NS(=O)(=O)c2ccc(Cl)cc2)n1 ?
EPAC2 antag: -12%; EPAC1 antag: 2%; TDP43 rescue: 12%; EPAC2 ag: 4%; EPAC1 agonist: -3%; FUS yeast rescue: 7%; PTHR1 agonist: -8%; aSyn yeast inh: 2%

What do the screens show for `CC(C)c1ccc(NC(=O)CCN2C(=O)[C@@H]3Cc4ccccc4CN3C2=O)cc1`?
EPAC2 antag: 8%; EPAC1 antag: 0%; TDP43 rescue: -1%; EPAC2 ag: 2%; EPAC1 agonist: 4%; FUS yeast rescue: 23%; PTHR1 agonist: -47%[inhibitor]; aSyn yeast inh: -1%

How did CCC/C=C/c1ccc(CN2C(CC(C)C)C(=O)N(Cc3cn(CCC4OCCCO4)nn3)CCS2(=O)=O)cc1 (centres undefined) do in these assays?
EPAC2 antag: inconclusive; EPAC1 antag: -16%; TDP43 rescue: inconclusive; EPAC2 ag: -15%; EPAC1 agonist: -28%; FUS yeast rescue: inconclusive; PTHR1 agonist: -12%; aSyn yeast inh: inconclusive

Results for COc1ccc(Cl)cc1NC(=O)CN(C)C(=O)C1COc2ccccc2O1 (centres undefined) ?
EPAC2 antag: -16%; EPAC1 antag: 8%; TDP43 rescue: inconclusive; EPAC2 ag: 11%; EPAC1 agonist: 8%; PTHR1 agonist: -16%; aSyn yeast inh: 21%

What do the screens show for `COc1ccccc1CNC(=O)c1ccc(N(C)S(=O)(=O)c2ccc(C)cc2)cc1`?
EPAC2 antag: 19%; EPAC1 antag: 4%; TDP43 rescue: -23%; EPAC2 ag: 10%; EPAC1 agonist: 5%; FUS yeast rescue: -10%; PTHR1 agonist: inactive; aSyn yeast inh: -9%

What do the screens show for `CCNC(=O)C1CCCN(C(=O)c2ccco2)CC1` (centres undefined)?
EPAC2 antag: -5%; EPAC1 antag: -9%; TDP43 rescue: 12%; EPAC2 ag: 2%; EPAC1 agonist: 5%; FUS yeast rescue: 0%; PTHR1 agonist: inactive; aSyn yeast inh: 3%

What do the screens show for `CN1C(=O)SC(Nc2cccc3ccccc23)C1=O` (centres undefined)?
EPAC2 antag: 4%; EPAC1 antag: 2%; TDP43 rescue: inconclusive; EPAC2 ag: 5%; EPAC1 agonist: 2%; FUS yeast rescue: 10%; PTHR1 agonist: inactive; aSyn yeast inh: 21%

How did O=[N+]([O-])c1ccccc1S(=O)(=O)Nc1ncccn1 do in these assays?
EPAC2 antag: 2%; EPAC1 antag: -22%; TDP43 rescue: 10%; EPAC2 ag: 8%; EPAC1 agonist: 3%; FUS yeast rescue: -10%; PTHR1 agonist: -71%[inhibitor]; aSyn yeast inh: 4%

What do the screens show for `Cc1ccc(-n2nc(C)c3c(-c4cccs4)c(C#N)c(N)nc32)cc1`?
EPAC2 antag: 2%; EPAC1 antag: 4%; TDP43 rescue: 0%; EPAC2 ag: 13%; EPAC1 agonist: 16%; FUS yeast rescue: 29%; PTHR1 agonist: -10%; aSyn yeast inh: 1%

How did COC(=O)C1=C(C(=O)OC)[C@@H]2Nc3ccccc3[C@@]23C[C@@H](C(=O)OC)N(C(=O)C2CCC2)C3=N1 do in these assays?
EPAC2 antag: 6%; EPAC1 antag: 9%; TDP43 rescue: 12%; EPAC2 ag: 3%; EPAC1 agonist: -16%; FUS yeast rescue: -23%; PTHR1 agonist: inactive; aSyn yeast inh: -1%

What do the screens show for `O=C(NCc1ccccc1)c1cc(C2COCCN2S(=O)(=O)c2ccccc2)on1` (centres undefined)?
EPAC2 antag: -5%; EPAC1 antag: 1%; TDP43 rescue: 6%; EPAC2 ag: 1%; EPAC1 agonist: -6%; FUS yeast rescue: 3%; PTHR1 agonist: inactive; aSyn yeast inh: 2%

What do the screens show for `O=c1ccc(C(F)(F)F)cn1Cc1cc(=O)n2ccsc2n1`?
EPAC2 antag: -4%; EPAC1 antag: 3%; TDP43 rescue: 1%; EPAC2 ag: -5%; EPAC1 agonist: -1%; FUS yeast rescue: 11%; PTHR1 agonist: 5%; aSyn yeast inh: -9%

Random excerpt: two records from the list
How did CCOc1cccc2cc(C(=O)N3CCOCC3)c(=O)oc12 do in these assays?
EPAC2 antag: 8%; EPAC1 antag: -12%; TDP43 rescue: -5%; EPAC2 ag: 4%; EPAC1 agonist: 5%; FUS yeast rescue: -15%; PTHR1 agonist: -1%; aSyn yeast inh: -4%

What do the screens show for `COc1ccccc1CNC(=O)c1ccc(N(C)S(=O)(=O)c2ccc(C)cc2)cc1`?
EPAC2 antag: 19%; EPAC1 antag: 4%; TDP43 rescue: -23%; EPAC2 ag: 10%; EPAC1 agonist: 5%; FUS yeast rescue: -10%; PTHR1 agonist: inactive; aSyn yeast inh: -9%

Other entries follow.
Results for CC1CCCCN1CCCNC(=O)C1CCN(c2nc3ccccc3o2)CC1 (centres undefined) ?
EPAC2 antag: 3%; EPAC1 antag: -5%; TDP43 rescue: 5%; EPAC2 ag: 8%; EPAC1 agonist: -2%; FUS yeast rescue: -8%; PTHR1 agonist: inactive; aSyn yeast inh: -10%

How did CN(CC(=O)Nc1ccc(F)cc1)C(=O)COC(=O)c1nc(Cl)ccc1Cl do in these assays?
EPAC2 antag: 6%; EPAC1 antag: -2%; TDP43 rescue: 5%; EPAC2 ag: 3%; EPAC1 agonist: 10%; FUS yeast rescue: -43%; PTHR1 agonist: -20%; aSyn yeast inh: -1%

What do the screens show for `CCc1ccc(C(c2c(C)nn(-c3ccccc3)c2N)c2c(C)nn(-c3ccccc3)c2N)cc1`?
EPAC2 antag: -7%; EPAC1 antag: -7%; TDP43 rescue: 0%; EPAC2 ag: 3%; EPAC1 agonist: 16%; FUS yeast rescue: inconclusive; PTHR1 agonist: -11%; aSyn yeast inh: 6%

How did CC(C)CNC(=O)COC(=O)CNC(=O)c1cc(Cl)cc([N+](=O)[O-])c1 do in these assays?
EPAC2 antag: 13%; EPAC1 antag: -3%; TDP43 rescue: 13%; EPAC2 ag: -5%; EPAC1 agonist: -4%; PTHR1 agonist: -24%; aSyn yeast inh: -12%

Results for CCCCNC(=O)c1cc2c(=O)n3cccc(C)c3nc2n(Cc2ccncc2)c1=N ?
EPAC2 antag: 13%; EPAC1 antag: 19%; TDP43 rescue: -28%; EPAC2 ag: 2%; EPAC1 agonist: 10%; FUS yeast rescue: 20%; PTHR1 agonist: -6%[57.5 µM]; aSyn yeast inh: 6%

What do the screens show for `CC(=O)Oc1ccc(C)cc1-n1nc2ccccc2n1`?
EPAC2 antag: -6%; EPAC1 antag: -7%; TDP43 rescue: 13%; EPAC2 ag: 17%; EPAC1 agonist: 12%; FUS yeast rescue: 7%; PTHR1 agonist: -22%; aSyn yeast inh: -27%

What do the screens show for `CCOC(=O)c1c(-c2ccccc2)oc2ccc(OCC(=O)NN)cc12`?
EPAC2 antag: -11%; EPAC1 antag: -7%; TDP43 rescue: inconclusive; EPAC2 ag: 10%; EPAC1 agonist: 15%; FUS yeast rescue: inconclusive; PTHR1 agonist: inconclusive; aSyn yeast inh: -8%

Results for Cc1nnc(N/N=C/c2ccc(O)c([N+](=O)[O-])c2)[nH]c1=O ?
EPAC2 antag: -1%; EPAC1 antag: 11%; TDP43 rescue: -18%; EPAC2 ag: -6%; EPAC1 agonist: -7%; FUS yeast rescue: 1%; PTHR1 agonist: inactive; aSyn yeast inh: -7%

How did COC(=O)c1cc(OC)c(OC)cc1NC(=O)Cc1ccccc1[N+](=O)[O-] do in these assays?
EPAC2 antag: 4%; EPAC1 antag: 1%; TDP43 rescue: -5%; EPAC2 ag: 1%; EPAC1 agonist: 4%; FUS yeast rescue: 12%; PTHR1 agonist: inconclusive; aSyn yeast inh: 0%

This is a subset; rates above refer to the full screens.
